All columns: NCI-60 one-dose screen, growth in % after 48 h at 10 µM unless noted; 100 = growth as untreated, 0 = no growth, -100 = all killed.
DU-145: DU-145 prostate cancer | 81,000 compounds, 4.2% hits
SK-OV-3: SK-OV-3 ovarian cancer cells. 80,000 compounds, 3.2% hits
PC-3: PC-3 prostate cancer cells. AID 1794754. 80,000 compounds, 3.9% hits
OVCAR-4: OVCAR-4 ovarian cancer cells; 80,000 compounds, 3.7% hits; AID 1794784
OVCAR-8: OVCAR-8 ovarian cancer. 81,000 compounds, 4.4% hits. AID 1794782
SF-268: SF-268 CNS cancer cells. 82,000 compounds, 3.1% hits. AID 1794759
OVCAR-5: OVCAR-5 ovarian cancer; 82,000 compounds, 2.9% hits; AID 1794783
OVCAR-3: OVCAR-3 ovarian cancer; AID 1794787; 79,000 compounds, 7% hits
U251: U251 CNS tumor cells; 80,000 compounds, 5.4% hits; AID 1794753
* hit, by the source's call; nt = not tested or not shown; & = joins results of further samples; [ ] = dose if it differs, or a comment. How the source made its calls: active means growth percent below 10; inactive means the rest.

SMILES	DU-145	SK-OV-3	PC-3	OVCAR-4	OVCAR-8	SF-268	OVCAR-5	OVCAR-3	U251
COc1ccc(-n2cc(CSc3nnc(Cn4c(C(F)(F)F)nc5ccccc54)o3)nn2)cc1	103	102	92	107	93	94	95	100	100
CCOC(=O)/C=C/c1ccc(O)cc1	109	101	97	97	102	97	97	109	100
Cc1ccc(/C=C/C2=NN(c3ccc(Cl)cc3)C(c3ccc(C)o3)C2)o1 (stereo not given)	103	94	86	100	107	96	99	110	99
O=C(N/N=C/c1cccc(S(=O)(=O)O)c1)c1ccncc1	105	97	88	103	105	107	100	105	91
CNS(=O)(=O)Oc1ccc(NC(=O)C23CC4CC(CC(C4)C2)C3)cc1	100	106	95	116	100	103	105	107	96
O=[N+]([O-])c1cccc(C2OCC3(CO2)COC(c2cccc([N+](=O)[O-])c2)OC3)c1 (stereo not given)	116	116	69	120	113	111	89	103	105
CC(=O)[C@@]1(O)CCC2C3C[C@H](C)C4=CC(=O)C=CC4(C)[C@@]3(F)[C@@H](O)C[C@@]21C (stereo not given in full)	109	74	82	100	77	94	69	107	106
Cc1ccc(C(=O)C2=Cc3cccn3Cc3cnnn32)cc1	112	102	87	102	100	95	101	105	97
CC(C)C1=CC2=CC[C@@H]3[C@](C)(CCC[C@@]3(C)C(=O)O)[C@H]2CC1	106&91	108&105	95&94	94&83	107	95&125	107&97	100&105	101&106
Cc1c2c(c(C)c3c1oc1cc(O)ccc13)C(=O)N(N)C2=O	74	85	78	93	58	69	103	101	63
CC(C)CCC[C@@H](C)[C@H]1CC[C@H]2[C@@H]3CC=C4c5sc(Nc6ncccn6)nc5CC[C@]4(C)[C@H]3CC[C@]12C	98	98	94	102	108	96	99	98	94
CCOC(=O)/C(C#N)=C/c1cccc(F)c1	106	98	95	101	114	98	92	105	100
CC(C)[C@@H]1CC[C@@H](C)C[C@H]1OC(=O)c1ccc(N)cc1	104	89	68	91	96	94	100	99	88
CCCCCNC(=O)C(O)C(O)C(=O)NCCCCC (stereo not given)	109	97	91	100	100	103	98	113	95
COc1cc(/C=N/NC(=S)NNC(=S)NCc2ccccc2)cc(OC)c1OC	109	103	86	96	93	97	95	106	95
CC(CN(C)C)CN1c2ccccc2CCc2ccccc21 (stereo not given)	106	95	67	79	106	93	nt	111	86
CC1(C)CC[C@]2(CN)CC[C@]3(C)C(=CC[C@@H]4[C@@]5(C)CCCNC(C)(C)[C@@H]5CC[C@]43C)[C@H]2C1	109	106	88	103	101	99	105	106	89
COc1cc(/C=N/n2cnc3c(c(C)nn3-c3ccccc3)c2=N)ccc1O	114	113	107	104	97	119	107	129	96
O=C(CSc1nnc2sc(Nc3ccccc3)nn12)c1ccc(Cl)cc1	103	101	80	102	97	98	96	107	104
CC(C)CSc1nc(Nc2ccccc2)c(C#N)c(-c2ccccc2)n1	106	93	90	14	80	95	89	106	51
Cc1nn(-c2ccc(Cl)cc2)c2ncnc(N/N=C/c3cccc([N+](=O)[O-])c3)c12	69	104	39	95	100	58	106	8.2*	82
COc1cccc(/C=C(\C#N)c2nc(N)nc(Nc3ccc(S(N)(=O)=O)cc3)n2)c1	113	114	105	105	104	102	104	nt	97
COc1cc(/C=C/C(=O)c2ccc(F)cc2)ccc1Oc1nc(NCCO)nc(N2CCOCC2)n1	98	113	71	88	86	81	99	99	44
COc1ccc(Sc2nc(NC3CC3)nc(Sc3ccc(OC)cc3)n2)cc1	105	97	59	79	71	81	108	90	68

5 entries drawn at random from those above:
SMILES	DU-145	SK-OV-3	PC-3	OVCAR-4	OVCAR-8	SF-268	OVCAR-5	OVCAR-3	U251
CC(C)CCC[C@@H](C)[C@H]1CC[C@H]2[C@@H]3CC=C4c5sc(Nc6ncccn6)nc5CC[C@]4(C)[C@H]3CC[C@]12C	98	98	94	102	108	96	99	98	94
COc1cc(/C=N/NC(=S)NNC(=S)NCc2ccccc2)cc(OC)c1OC	109	103	86	96	93	97	95	106	95
O=C(N/N=C/c1cccc(S(=O)(=O)O)c1)c1ccncc1	105	97	88	103	105	107	100	105	91
COc1cc(/C=C/C(=O)c2ccc(F)cc2)ccc1Oc1nc(NCCO)nc(N2CCOCC2)n1	98	113	71	88	86	81	99	99	44
COc1cc(/C=N/n2cnc3c(c(C)nn3-c3ccccc3)c2=N)ccc1O	114	113	107	104	97	119	107	129	96

6 of the compounds above, bar-delimited.
canonical_smiles | DU-145 | SK-OV-3 | PC-3 | OVCAR-4 | OVCAR-8 | SF-268 | OVCAR-5 | OVCAR-3 | U251
CCCCCNC(=O)C(O)C(O)C(=O)NCCCCC (stereo not given) | 109 | 97 | 91 | 100 | 100 | 103 | 98 | 113 | 95
CC(C)CSc1nc(Nc2ccccc2)c(C#N)c(-c2ccccc2)n1 | 106 | 93 | 90 | 14 | 80 | 95 | 89 | 106 | 51
CC1(C)CC[C@]2(CN)CC[C@]3(C)C(=CC[C@@H]4[C@@]5(C)CCCNC(C)(C)[C@@H]5CC[C@]43C)[C@H]2C1 | 109 | 106 | 88 | 103 | 101 | 99 | 105 | 106 | 89
CC(C)[C@@H]1CC[C@@H](C)C[C@H]1OC(=O)c1ccc(N)cc1 | 104 | 89 | 68 | 91 | 96 | 94 | 100 | 99 | 88
COc1cc(/C=N/NC(=S)NNC(=S)NCc2ccccc2)cc(OC)c1OC | 109 | 103 | 86 | 96 | 93 | 97 | 95 | 106 | 95
O=C(CSc1nnc2sc(Nc3ccccc3)nn12)c1ccc(Cl)cc1 | 103 | 101 | 80 | 102 | 97 | 98 | 96 | 107 | 104

(continued)
SMILES	DU-145	SK-OV-3	PC-3	OVCAR-4	OVCAR-8	SF-268	OVCAR-5	OVCAR-3	U251
Cc1nn(-c2ccc(Cl)cc2)c(=O)n1CCn1ccnc1	124	104	93	93	91	113	108	114	95
Cn1cccc1C(=O)C1C(c2cccc(F)c2)C2CCCN2C12C(=O)Nc1ccc(Cl)cc12 (stereo not given)	96	116	80	91	91	88	95	98	92
Cc1nc(NCc2ccccc2)c2cc[nH]c2n1	131	100	99	102	108	110	99	107	99
CC(=O)N(c1ccccc1)C(C)C	110	108	94	109	109	100	126	102	102
CC1CCC(C)N1CCCCN1C(C)CCC1C (stereo not given)	106	94	100	98	104	96	104	nt	99
c1ccc(-c2c[nH]c(-c3ccccc3)c2)cc1	105&101	105&93	91&83	85&84	93&94	90&99	100&92	102&100	105
C=CC(=O)NCCOc1cccc(Nc2cc(NCCCNC(=O)C3CCC3)c(Br)cn2)c1	9.0*	-54*	5.1*	-21*	4.8*	-25*	2.7*	-25*	1.0*
Nc1ncc(-c2ccc3ncnc(Nc4ccc(F)c(Cl)c4)c3c2)cn1	43	66	64	-17*	61	55	80	-57*	-15*
COc1cccc(/C=N/NC(N)=S)c1OC	104	99	101	100	102	102	110	104	102
O/N=C1/CCCCC/C1=N/O	108	117	99	nt	100	107	98	115	99
CCn1c(O)c(C=Nc2ccccc2)s/c1=N/Nc1nc(-c2ccccc2)cs1	nt	94	86	91	93	91	107	88	95
O=C1/C(=C/c2ccc([N+](=O)[O-])cc2)CCc2ccccc21	99&101	91&92	86&106	89&98	95&121	98&107	84&103	91&104	97
OCC1OC(c2ccc(O)cc2O)C(O)C1O (stereo not given)	107	93	107	108	nt	112	109	112	nt
O=c1oc2ccc(Br)cc2cc1-c1cc(-c2ccc(-c3cc(-c4cc5cc(Br)ccc5oc4=O)nc(-c4cc5cc(Br)ccc5oc4=O)c3)cc2)cc(-c2cc3cc(Br)ccc3oc2=O)n1	108	113	101	116	103	105	117	111	101
CC(=O)OC[C@H]1OC(Sc2sc(C(=O)c3ccc(Br)cc3)c(N)c2-c2nc3ccccc3s2)[C@@H](OC(C)=O)[C@@H]1OC(C)=O (stereo not given in full)	111	93	87	109	101	97	104	103	107
O=[N+]([O-])c1cc(S(=O)(=O)O)ccc1Cl	107	129	83	98	116	107	100	116	126
CCCCCOCCCN1C(=O)C2C3C=CC(C3)C2C1=O (stereo not given)	nt	99	93	93	104	nt	90	99	106
O=C(CN1CCn2c(nnc2C(F)(F)F)C1)Nc1nc2ccc(O)cc2s1	103	111	95	113	103	90	91	102	94
COc1ccc(CSC(=S)N(C)C)cc1[N+](=O)[O-]	104	104	87	100	93	90	108	107	88
CC1=C/C(=N/NC(N)=O)CC(C)(C)C1	105	112	97	110	108	102	111	109	96
CN(C)c1ccc(/C=N\Nc2ccccn2)c(Cl)c1	116	102	93	96	94	116	112	106	96
CCOc1ccc(C(C)=O)cc1	110	96	105	101	107	105	114	114	94
O=S(Nc1ccccc1)c1ccc(Cl)cc1 (stereo not given)	116	109	90	95	100	100	109	112	95
CCCCCN1C=C/C(=C\C(=O)N2CCCc3ccccc32)c2ccccc21	94	95	87	75	89	87	100	85	88
CCC(=O)OC(c1cc2c(cc1Br)OCO2)C(C)Br (stereo not given)	111	110	94	112	107	104	100	105	102
Cc1c(C(=O)N=Nc2c(O)n(C)c3ccccc23)oc2ccccc12	112	nt	104	94	103	101	100	106	108
Cc1nn(-c2nc3ccccc3[nH]2)c(N)c1-c1ccccc1	84	104	84	95	93	76	111	88	79
Cc1csc(NC(c2ccccc2)c2c(C)nc3ccccn23)n1 (stereo not given)	110	97	83	104	102	103	101	110	95
Oc1c(Cl)cc(Cl)c2ccc(Cn3cc(-c4ccc(C(F)(F)F)cc4)nn3)nc12	49	104	75	62	71	84	89	-16*	100
Cc1ccc2c(Nc3cccc(C(F)(F)F)c3)nccc2c1C#Cc1nn(C(C)C)c2ncnc(N)c12	95	94	93	nt	86	94	78	109	87
O=C(O)CCC(=O)Nc1nnc(-c2ccccc2)s1	105	96	95	109	nt	96	107	101	105
c1ccc(-c2cn3ccnc3c(-c3ccc4c(c3)ncn4C3CCCCC3)n2)cc1	97	104	86	101	101	99	103	101	96
O=C1c2nsnc2C(=O)c2c(F)c(F)c(F)c(F)c21	nt	32	7.6*	-99*	-39*	-16*	-74*	-90*	-76*
O=C(NCc1cccnc1)c1ccc(NS(=O)(=O)c2ccc3c(c2)OCCCO3)cc1	113	104	100	106	105	99	103	117	101
CN(Cc1cc(Cl)cc(Cl)c1O)Cc1cc(Cl)cc(Cl)c1O	69	78	81	40	64	63	90	49	59
Nc1ccc(-c2nnc3n2N=CC(c2ccc(Cl)cc2)S3)cc1 (stereo not given)	103	105	86	105	96	98	99	104	94
COc1cc(/C=C/C(=O)c2ccc(Nc3nc(Nc4ccccc4)nc(Nc4ccc(Cl)cc4)n3)cc2)cc(OC)c1OC	77	79	nt	61	41	73	55	48	37
COC(=O)c1ccc2c(c1)C(=O)N(c1cccc(S(N)(=O)=O)c1)C2=O	104	108	99	103	106	94	99	101	107
CN1C(=O)NC(c2ccc3c(c2)OCO3)C=C1c1ccccc1 (stereo not given)	95	94	102	97	94	96	94	91	72
COc1cc(C2SCC(=O)N2Cc2ccc3c(c2)OCO3)cc(OC)c1OC (stereo not given)	121	115	100	100	105	117	108	128	101
CNC(=S)N/N=C/c1cnccn1	108	110	85	96	95	100	100	111	95
COc1ccc(NC(=O)CCn2cnc3c(cc(-c4ccccc4)n3-c3ccccc3)c2=O)cc1	97	58	87	72	102	24	95	98	77
O=C(Nc1cccc(Cl)c1)c1ccccc1	108	112	96	102	102	108	114	115	97
CC(C)c1ccc(NC(=O)Nc2ccc(NC(=O)CCCC(=O)Nc3ccccc3O)cc2)cc1	75	89	92	90	89	99	96	96	93
O=C1COCCN1	111	97	80	100	102	100	98	110	89
O=C(CSc1nc2ccccc2o1)N1c2ccccc2Sc2ccccc21	100	85	65	78	91	87	99	94	69
O=c1c2cc(F)ccc2sc2c(NCCN3CCCCC3)nc3ccccc3c12	54	79	53	51	58	50	69	31	40
C=CC(=O)N1CC2(CC(n3nc(-c4ccc(Oc5ccccc5)cc4)c4c(N)ncnc43)C2)C1	11	5.3*	51	27	29	11	55	31	21
CCCCCCCCCCCC[N+]1(CCCCCCCCCCCC)CCCC(C)C1 (stereo not given)	-84*	-96*	-94*	-86*	-92*	-88*	-98*	-89*	-61*
O=C(O)c1nc[nH]c1C(=O)O	114	107	106	nt	105	106	96	nt	108
C=CCN1C(=O)c2cccc3c(-c4ccc5c(c4)ncn5C4CCCCC4)ccc(c23)C1=O	72	73	23	32	50	72	75	62	52
O=C1OC(=O)C2C(c3ccccc3)=C(c3ccccc3)C(c3ccccc3)=C(c3ccccc3)C12 (stereo not given)	116	125	91	105	98	121	107	120	98
Cc1coc(NS(=O)(=O)c2ccc(N=Nc3cc(N=Nc4ccccc4)c(N)nc3N)cc2)c1C	109	104	84	98	100	93	96	84	111
CC(=O)/C(=N\Nc1ccccc1)C(c1ccccc1)c1ccccc1	103	91	93	80	100	101	106	103	99
CN1C(=O)CS/C1=N\NC(=O)Cn1nc(-c2ccccc2)ccc1=O	116	115	113	104	104	119	126	124	106
Clc1nccc2c(-c3csc(-c4c[nH]c5ccccc45)n3)c[nH]c12	32	59	40	69	56	73	107	69	21
C[C@H]1CC2C([C@@H](O)C[C@@]3(C)C2CC[C@]3(O)C(=O)CO)[C@@]2(C)C=CC(=O)C=C12 (stereo not given in full)	107	75	97	99	83	nt	84	109	nt
CCOC(=O)C1=C(C)NC(=O)NC1c1cccs1 (stereo not given)	122	105	102	117	94	108	122	118	109
Cc1cc(C)cc(C(=O)N2CCCCC2)c1	nt	109	105	nt	111	104	107	122	115
COc1cc([C@@H]2c3c(c4ccccc4[nH]c3=O)C(=O)N3CCC[C@@H]23)cc(OC)c1O	115	93	101	102	98	101	107	113	96
Cc1ccc(C)n1-c1ccc(Cl)cc1	108	106	93	101	43	111	106	101	101
Cn1c(-c2ccccc2)cc(=O)cc1-c1ccccc1	3.6*	92	67	86	80	90	79	122	83
C#COc1cccc(Nc2c(C#N)cnc3ncc(NC(=O)CCl)cc23)c1	33[6.25 µM]	60[6.25 µM]	20[6.25 µM]	54[6.25 µM]	32[6.25 µM]	6.3*[6.25 µM]	43[6.25 µM]	7.6*[6.25 µM]	-43*[6.25 µM]

Assay outcomes: PubChem, NCI
